Compound activity (PubChem BioAssay)
mcGAS lum: mouse cGAS inhibition by luminescence; Q8C6L5; recombinant cGAS, Kinase-Glo ATP depletion luminescence; inhibition, % at 12.5 µM; 0.15% of 160,000 active;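 further: 0% = negative control wells and 100% = reference inhibitor with no enzyme activity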
NPYLR7 agonist: activates Aedes aegypti NPYLR7 receptor; HEK293T NPYLR7/Galpha15, GCaMP6s calcium fluorescence; activation, % at 10 µM; 0.15% of 270,000 active; in the data active means activation above about 40%;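 further: 0% = vehicle and 100% = reference agonist at the receptor; some compounds past the cut are filed as inactive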
hcGAS inh: blocks human cGAS activity; Q8N884; recombinant h-cGAS, ATP depletion, Kinase-Glo luminescence; inhibition, % at 12.5 µM; 0.081% of 290,000 active; AID 1259398;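 further: 0% = vehicle reaction and 100% = reaction without DNA for no activity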
Target sequence (Q8N884 whole entry, looked up): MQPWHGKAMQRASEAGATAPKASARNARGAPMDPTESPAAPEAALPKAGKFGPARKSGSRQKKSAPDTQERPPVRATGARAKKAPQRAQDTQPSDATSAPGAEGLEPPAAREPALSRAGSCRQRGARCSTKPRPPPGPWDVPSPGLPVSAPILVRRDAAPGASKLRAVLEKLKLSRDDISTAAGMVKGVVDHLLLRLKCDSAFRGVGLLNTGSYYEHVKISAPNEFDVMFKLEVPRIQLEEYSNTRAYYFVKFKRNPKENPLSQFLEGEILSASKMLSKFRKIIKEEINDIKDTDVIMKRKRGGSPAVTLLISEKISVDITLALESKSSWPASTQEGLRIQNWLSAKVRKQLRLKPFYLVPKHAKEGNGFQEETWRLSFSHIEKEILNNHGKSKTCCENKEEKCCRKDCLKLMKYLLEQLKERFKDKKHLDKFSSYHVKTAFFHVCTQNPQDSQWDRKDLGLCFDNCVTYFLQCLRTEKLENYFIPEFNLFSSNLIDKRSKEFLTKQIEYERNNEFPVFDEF
Numbers without * were called inactive. Unless noted, no stated cut-off is given here; in the data, active means inhibition above about 40%; inactive means the rest.

Results for CC(Cn1cccn1)NS(=O)(=O)c1cc(Cl)cc(Cl)c1 (stereo unspecified) ?
mcGAS lum: -8; NPYLR7 agonist: 7; hcGAS inh: -11

What do the screens show for `COCc1nnc2sc(/C=C/c3ccc(OC)cc3)nn12`?
mcGAS lum: -8; NPYLR7 agonist: -1; hcGAS inh: -4

What do the screens show for `Cc1ccc(C(=O)c2c(N)c(C(=O)Nc3ccccc3)c3ccccn23)cc1C`?
mcGAS lum: -9; NPYLR7 agonist: -4; hcGAS inh: -8

What do the screens show for `O=C(Cn1nnnc1CN1CCCC1)NC1Cc2ccccc2C1`?
mcGAS lum: -6; NPYLR7 agonist: -3; hcGAS inh: -5

How did CCCCNC(=O)N(CC(=O)N1c2ccccc2-n2cccc2C1c1ccc(OC)cc1)C1CC1 (stereo unspecified) do in these assays?
mcGAS lum: -4; NPYLR7 agonist: 21; hcGAS inh: 0

Results for CC(C)(C)NC(=O)CN ?
NPYLR7 agonist: -8; hcGAS inh: -8

Results for Cc1cc(C)n(-c2nc3c(c(=O)n2CC(=O)Nc2ccccc2F)CCCC3)n1 ?
mcGAS lum: -8; NPYLR7 agonist: -7; hcGAS inh: -3

Results for CC(=O)NC1=NN(C(C)=O)C2(S1)C(=O)N(CCCOc1cccc(C)c1)c1ccccc12 (stereo unspecified) ?
mcGAS lum: -3; NPYLR7 agonist: 0; hcGAS inh: 1

Results for Cc1cc(N)n(-c2cc(C(F)(F)F)ccc2Cl)n1 ?
mcGAS lum: -8; NPYLR7 agonist: -2; hcGAS inh: -6

Results for Cc1cccc(N2C(=O)/C(=C/c3ccc(-c4ccc([N+](=O)[O-])cc4)o3)C=C2c2ccccc2)c1 ?
mcGAS lum: -7; NPYLR7 agonist: -1; hcGAS inh: -6

How did CCC(C)NC(=O)c1cc(NC(=O)c2cccc(F)c2)ccc1N1CCN(c2ccccc2OC)CC1 (stereo unspecified) do in these assays?
mcGAS lum: -5; hcGAS inh: -7

How did Oc1cc2ccccc2cc1CN1COc2ccc3ccccc3c2C1 do in these assays?
NPYLR7 agonist: -3; hcGAS inh: -2

Next part; it opens with the two that closed the last part.
How did CCC(C)NC(=O)c1cc(NC(=O)c2cccc(F)c2)ccc1N1CCN(c2ccccc2OC)CC1 (stereo unspecified) do in these assays?
mcGAS lum: -5; hcGAS inh: -7

How did Oc1cc2ccccc2cc1CN1COc2ccc3ccccc3c2C1 do in these assays?
NPYLR7 agonist: -3; hcGAS inh: -2

What do the screens show for `O=C(OCc1ccccc1)N1CCC2(CC1)OCc1cc(-c3ccc(C(F)(F)F)cc3)ccc1O2`?
mcGAS lum: -1; NPYLR7 agonist: -23; hcGAS inh: 8

What do the screens show for `OCC1(O)CCCN(Cc2ccncc2)CC1` (stereo unspecified)?
NPYLR7 agonist: 4; hcGAS inh: -6

What do the screens show for `CC(C)N(Cc1csc(COc2cc(Cl)ccc2Cl)n1)C(=O)NC(C)(C)C`?
mcGAS lum: -4; NPYLR7 agonist: 14; hcGAS inh: -6

How did CCOc1ccc(OCC(=O)N2CCN(c3ncnc4c3nnn4C)CC2)cc1 do in these assays?
NPYLR7 agonist: 1; hcGAS inh: -1

How did COc1ccc(CC(=O)N2CCC3(CC2)CC3C(=O)NCCCc2ccccc2)cc1OC (stereo unspecified) do in these assays?
mcGAS lum: -8; NPYLR7 agonist: 23; hcGAS inh: -5

Results for N#C/C(=C\c1c[nH]c2ccccc12)C(=O)c1ccc(O)c(O)c1 ?
mcGAS lum: -3; NPYLR7 agonist: 4; hcGAS inh: 8

Results for CCCCNC(=O)C1(C)CCCCN1Cc1ccccc1-c1ccccc1 (stereo unspecified) ?
NPYLR7 agonist: 4; hcGAS inh: -6

What do the screens show for `O=C(O)c1ccc(NC2=C(n3nnc4ccccc43)C(=O)c3ccccc3C2=O)cc1`?
NPYLR7 agonist: 7; hcGAS inh: -6

Results for CC(C)CN(CC(=O)N(Cc1cccn1Cc1ccccc1)C1CCCCC1)S(=O)(=O)c1ccc(F)cc1 ?
mcGAS lum: -6; NPYLR7 agonist: 3; hcGAS inh: -2

What do the screens show for `Clc1cccc(N2CCN(C3CCCN(Cc4cccc5nonc45)C3)CC2)c1` (stereo unspecified)?
mcGAS lum: -10; hcGAS inh: -4

Results for CCCc1[nH]n(-c2ccc([N+](=O)[O-])cc2)c(=O)c1C=NCCCn1ccnc1 ?
NPYLR7 agonist: -23; hcGAS inh: 14

How did O=c1[nH]c2ccc(Cl)cc2c(-c2ccccc2)c1C1=NNC(/C=C/c2ccccc2)C1 (stereo unspecified) do in these assays?
mcGAS lum: -2; NPYLR7 agonist: 10; hcGAS inh: -2

How did N#CCc1c(C#N)c(N)nc(N2CCC(C(N)=O)CC2)c1C#N do in these assays?
NPYLR7 agonist: 0; hcGAS inh: -17

How did COc1cc(OC)cc(C(=O)Nc2ccc(-n3nc(OCC(C)C)nc3-c3ccccc3C)cc2)c1 do in these assays?
mcGAS lum: -7; NPYLR7 agonist: 3; hcGAS inh: 4

Results for COc1ccccc1CCNC(=O)c1cncn1-c1cccc(-c2ccccc2C(F)(F)F)c1 ?
mcGAS lum: -5; NPYLR7 agonist: 11; hcGAS inh: -2

How did CCS(=O)(=O)NC1CCN(c2ccccc2C(=O)NCC2CCCO2)CC1 (stereo unspecified) do in these assays?
mcGAS lum: -5; NPYLR7 agonist: 22; hcGAS inh: -2

Results for Cc1ccc2ncn(C3CCN(C(=O)c4c(F)cc(F)cc4F)CC3)c2c1 ?
mcGAS lum: -3; NPYLR7 agonist: 36; hcGAS inh: -6

How did CC(NCC(O)CN1CCOCC1)C(C)n1cccn1 (stereo unspecified) do in these assays?
NPYLR7 agonist: 10; hcGAS inh: -11

How did COc1ccc(N=CC(Br)=Cc2ccccc2)cc1OC do in these assays?
NPYLR7 agonist: 6; hcGAS inh: -6

Results for O=C(Nc1cccnc1)c1ccc(Cl)c(S(=O)(=O)N2CCCCC2)c1 ?
mcGAS lum: -6; NPYLR7 agonist: 2; hcGAS inh: -4

What do the screens show for `Fc1ccccc1NC1=NCCC1`?
NPYLR7 agonist: 4; hcGAS inh: -8

Results for CCCN1C(=O)COCc2cc(-c3ccccc3OC)ccc21 ?
NPYLR7 agonist: 9; hcGAS inh: -3

Results for Cc1cc(C)n(CC(=O)NCCN2Cc3ccccc3OC(c3ccccc3F)C2)n1 (stereo unspecified) ?
mcGAS lum: -2; NPYLR7 agonist: 5; hcGAS inh: -5

What do the screens show for `Cc1c(C(=O)N(C)Cc2ccccc2)c(C(F)(F)F)nn1C1CCCN(C)C1` (stereo unspecified)?
NPYLR7 agonist: 4; hcGAS inh: -3

Grouped by structure, the entries above with a CF3 group
Results for Cc1cc(N)n(-c2cc(C(F)(F)F)ccc2Cl)n1 ?
mcGAS lum: -8; NPYLR7 agonist: -2; hcGAS inh: -6

What do the screens show for `O=C(OCc1ccccc1)N1CCC2(CC1)OCc1cc(-c3ccc(C(F)(F)F)cc3)ccc1O2`?
mcGAS lum: -1; NPYLR7 agonist: -23; hcGAS inh: 8

Results for COc1ccccc1CCNC(=O)c1cncn1-c1cccc(-c2ccccc2C(F)(F)F)c1 ?
mcGAS lum: -5; NPYLR7 agonist: 11; hcGAS inh: -2

What do the screens show for `Cc1c(C(=O)N(C)Cc2ccccc2)c(C(F)(F)F)nn1C1CCCN(C)C1` (stereo unspecified)?
NPYLR7 agonist: 4; hcGAS inh: -3

(next part)
How did N#CCCCN1CCN(C(=O)c2ccc(-c3cc(-c4ccc(N5CCCCC5)cc4)n[nH]3)cc2)CC1 do in these assays?
mcGAS lum: -8; NPYLR7 agonist: 0; hcGAS inh: -8

What do the screens show for `C=CCOc1cccc(C(=O)N2CCC(CC3CCCCO3)(C(=O)OCC)CC2)c1` (stereo unspecified)?
NPYLR7 agonist: -4; hcGAS inh: -2

What do the screens show for `CN(C)CCNC(=S)NC(=O)c1ccccc1`?
mcGAS lum: -6; NPYLR7 agonist: 3; hcGAS inh: -7

What do the screens show for `c1ccc2[nH]c(C3CCCCC3)nc2c1`?
NPYLR7 agonist: -5; hcGAS inh: -10

How did Cn1cccc1-c1cc(C(=O)NC(c2ccccc2)c2ccccc2)n(-c2ccc(F)cc2)n1 do in these assays?
mcGAS lum: -6; NPYLR7 agonist: -3; hcGAS inh: -7

What do the screens show for `CSc1nnc(COc2ccccc2Cl)n1C1CC1`?
NPYLR7 agonist: 7; hcGAS inh: -4

What do the screens show for `CC(NC(=O)OC(C)(C)C)C1CCCN(C(=O)c2ccc(Cl)s2)C1` (stereo unspecified)?
NPYLR7 agonist: 6; hcGAS inh: -7

Results for Cc1ccc(Nc2ncnc3c2nnn3C)cc1Cl ?
NPYLR7 agonist: 9; hcGAS inh: -5

What do the screens show for `CC1CCC(=O)N1CC(=O)N1CCC(c2ccccc2)(c2ccccc2)CC1` (stereo unspecified)?
NPYLR7 agonist: 4; hcGAS inh: -6

Results for COc1ccc(-c2nc(CN3CCC4(C=Cc5ccccc54)CC3)c(C)o2)cc1OC ?
mcGAS lum: -9; NPYLR7 agonist: -4; hcGAS inh: 3

How did Cc1[nH]cnc1-c1nccn1Cc1cc(-c2cccnc2)no1 do in these assays?
mcGAS lum: -16; NPYLR7 agonist: 22; hcGAS inh: -1

How did O=C(C[P+](c1ccccc1)(c1ccccc1)c1ccccc1)C12CC3CC(CC(C3)C1)C2 do in these assays?
NPYLR7 agonist: -9; hcGAS inh: -3

Results for Cc1cc(NC(=O)c2ccc(F)c(F)c2)n(-c2nc3c(c(=O)[nH]2)CCC3)n1 ?
mcGAS lum: 1; NPYLR7 agonist: 3; hcGAS inh: 4

How did C=C(C)Cn1c(SCc2c(F)cccc2Cl)nc2c1c(=O)[nH]c(=O)n2C do in these assays?
mcGAS lum: -7; hcGAS inh: -5

What do the screens show for `CC(C)COC(=O)CCCCCN1C(=O)C2C3c4ccccc4C(c4ccccc43)C2C1=O` (stereo unspecified)?
NPYLR7 agonist: 6; hcGAS inh: 2

How did Cc1ccc(Cl)c(Oc2cc(N3CCN(C(=O)COc4ccc(Cl)cc4)CC3)ncn2)c1 do in these assays?
mcGAS lum: 0; NPYLR7 agonist: 4; hcGAS inh: 5

Results for Cc1nc2scc(-c3cccc(NS(=O)(=O)c4ccc(F)cc4)c3)n2c(=O)c1C ?
mcGAS lum: -8; NPYLR7 agonist: -5; hcGAS inh: -2

Results for Cc1nn(C)c(C)c1CC(C)NC(=O)N(C)Cc1ccncc1 (stereo unspecified) ?
mcGAS lum: -7; NPYLR7 agonist: 1; hcGAS inh: -13

How did Cc1ccc(CN(CCc2ccccc2)C(=O)CN(C(=O)Cc2ccccc2)C(C)C)o1 do in these assays?
mcGAS lum: -5; NPYLR7 agonist: 2; hcGAS inh: -7

What do the screens show for `CCOC(=O)CNC(=O)Nc1cc(C(C)(C)C)nn1-c1ccccc1`?
NPYLR7 agonist: 2; hcGAS inh: -2

Results for CCN(CC)C1=C(c2c(C)[nH]n(-c3cc(C)ccc3C)c2=O)C(=O)N(Cc2ccco2)C1=O ?
mcGAS lum: -10; NPYLR7 agonist: 20; hcGAS inh: -10

Results for CC(C)CCNC(=O)C1(C)CCN1Cc1ccc2ccccc2c1 (stereo unspecified) ?
NPYLR7 agonist: 11; hcGAS inh: -7

How did C#CCn1c(O)c(N=NC(=O)CNC(=O)/C=C/c2ccccc2)c2ccccc21 do in these assays?
mcGAS lum: 0; NPYLR7 agonist: -6; hcGAS inh: 2

Results for O=C(c1ccco1)N1CCN(c2nccc(-c3ccc4c(c3)OCO4)n2)CC1 ?
mcGAS lum: -6; NPYLR7 agonist: 1; hcGAS inh: 0

How did COCC(C)NCCNc1cccnc1 (stereo unspecified) do in these assays?
mcGAS lum: -8; NPYLR7 agonist: 10; hcGAS inh: -2

What do the screens show for `CC1CCc2c(sc3nc(CN4CCOCC4)nc(N4CCc5c(sc(N)c5C#N)C4)c23)C1` (stereo unspecified)?
NPYLR7 agonist: 4; hcGAS inh: 0

What do the screens show for `Cc1nc(CCNC(=O)N2CCC(C)c3ccccc32)cs1` (stereo unspecified)?
mcGAS lum: 1; NPYLR7 agonist: -7; hcGAS inh: 0

Results for CN(C)CCNC(=O)C1CCCN(S(=O)(=O)N2CCOCC2)C1 (stereo unspecified) ?
NPYLR7 agonist: 4; hcGAS inh: 4

What do the screens show for `CCCCCCCC(=O)N1CCSC1c1cccc(Oc2ccccc2)c1` (stereo unspecified)?
mcGAS lum: -3; NPYLR7 agonist: -3; hcGAS inh: -3

How did CCCCN(CC(=O)N(CCc1c[nH]c2ccccc12)Cc1ccc(OC)cc1)C(=O)NC12CC3CC(CC(C3)C1)C2 do in these assays?
mcGAS lum: -4; NPYLR7 agonist: 18; hcGAS inh: -1

What do the screens show for `OC(COCc1ccccc1F)CN1CCCCC1Cn1cncn1` (stereo unspecified)?
NPYLR7 agonist: -2; hcGAS inh: -6

Outcome played no part in choosing rows; about 0.29% have a hit in one of these screens.
